# M5 ag – agonists of human muscarinic M5 receptor (CHRM5). hit rate 0.19% among 360,000. activation, % at 3 µM. CHO-K1 hM5 cells, Fluo-8 calcium fluorescence; 0% DMSO wells, 100% maximal acetylcholine response. P08912. AID 624037;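 active = activation above the run's mean over test compounds plus 3 SD, cut at about 23% in these data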;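 note: signal is peak over basal fluorescence ratio across the kinetic read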
# TAAR1 antagonist – antagonists of human TAAR1. inhibition, % at 3 µM. Q96RJ0. hit rate 1.5% among 360,000. CHO RD-HGA16 TAAR1, Fluo-8 calcium fluorescence, antagonist;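 active = inhibition above a per-plate cutoff, the mean inhibition of test compounds on that plate plus 3 SD, cut at about 49% in these data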;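 note: 0% = DMSO plus EC80 beta-PEA response and 100% = DMSO alone without agonist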
# Target sequence (Q96RJ0 whole entry, looked up): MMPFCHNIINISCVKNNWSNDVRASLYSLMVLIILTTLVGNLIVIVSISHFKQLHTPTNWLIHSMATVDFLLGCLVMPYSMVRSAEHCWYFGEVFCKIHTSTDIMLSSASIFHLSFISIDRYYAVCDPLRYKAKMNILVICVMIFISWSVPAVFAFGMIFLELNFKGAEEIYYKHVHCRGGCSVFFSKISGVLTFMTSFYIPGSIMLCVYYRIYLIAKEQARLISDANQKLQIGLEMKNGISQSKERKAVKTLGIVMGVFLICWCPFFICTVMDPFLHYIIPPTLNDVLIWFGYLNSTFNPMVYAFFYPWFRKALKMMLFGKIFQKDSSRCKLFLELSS
#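 Assay system: CHO-derived RD-HGA16 cells stably expressing human TAAR1 plus Gα16. Timing: 140 s kinetic read after compound, 140 s after agonist. Technique: kinetic Fluo-8 calcium fluorescence measurement. Measure: % inhibition of agonist calcium response.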
# M5 antag – antagonists of human muscarinic M5 receptor (CHRM5); P08912; CHO-hM5 cells, Fluo-8 calcium fluorescence, ACh EC80; inhibition, % at 3 µM; hit rate 0.59% among 360,000;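 active = inhibition above a per-plate cutoff, the mean of that plate's test compounds plus 3 SD, cut at about 27% in these data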;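 note: 0% = acetylcholine EC80 with DMSO and 100% = DMSO without agonist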
# CRFR2-BP antag – blocks CRF-induced signaling of the CRF-BP/CRF-R2 complex. HEK293 CRF-R2/CRF-BP, CRF-induced calcium fluorescence. inhibition, % at 11.8 µM. hit rate 0.59% among 350,000;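 active = inhibition of the ligand-induced calcium signal above about 50% at the single tested concentration, limit read from the data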
# CHRM4 PAM – positive allosteric modulators of human muscarinic M4 receptor; activation, % at 3 µM; hit rate 0.4% among 360,000; CHO-K1 hM4/Gqi5, Fluo-8 calcium fluorescence, ACh EC20; 0% = ACh EC20, 100% = maximal ACh;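 active = activation above its plate's cutoff, the mean activation of sample wells plus 3 SD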; note: some results filed as inactive read as strong as hits
# Target sequence (P08173 whole entry, looked up): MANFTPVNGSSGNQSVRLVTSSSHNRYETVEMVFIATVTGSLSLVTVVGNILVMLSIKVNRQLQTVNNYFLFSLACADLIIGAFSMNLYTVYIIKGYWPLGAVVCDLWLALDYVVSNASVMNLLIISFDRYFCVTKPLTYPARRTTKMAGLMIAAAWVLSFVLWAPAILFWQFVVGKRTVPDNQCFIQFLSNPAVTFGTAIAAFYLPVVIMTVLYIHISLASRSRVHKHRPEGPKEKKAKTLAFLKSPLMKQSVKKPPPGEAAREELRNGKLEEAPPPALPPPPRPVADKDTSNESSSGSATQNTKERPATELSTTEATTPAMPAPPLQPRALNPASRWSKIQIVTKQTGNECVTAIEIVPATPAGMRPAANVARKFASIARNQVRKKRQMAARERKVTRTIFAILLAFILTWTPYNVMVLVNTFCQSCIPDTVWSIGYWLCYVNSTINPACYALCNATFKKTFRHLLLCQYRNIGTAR
# CHRM5 PAM – positive allosteric modulators of human muscarinic M5 receptor; hit rate 0.3% among 360,000; CHO-K1 hM5, Fluo-8 calcium, ACh EC20 PAM; 0% = ACh EC20, 100% = ACh EC100; AID 624038; activation, % at 3 µM; P08912;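 active = activation above the run cutoff, the mean activation of all test compounds plus 3 SD, cut at about 18% in these data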
#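 System: CHO-K1 hM5 cells. Reagent: acetylcholine, EC20 level. Compound dosing: single dose, 3 µM nominal final test concentration. Timing: Post-acetylcholine fluorescence recording 140 s. Detection: Fluo-8 calcium fluorescence. Read-out: % activation, ACh-normalized. Benchmarks: ACh EC20 and EC100 wells. Repeats: singlicate, one well per test compound.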
# TAAR1 ag – human TAAR1 agonism; Q96RJ0; CHO RD-HGA16 TAAR1, Fluo-8 calcium fluorescence; vehicle wells 0%, saturating PEA agonist 100%; activation, % at 3 µM; hit rate 0.99% among 360,000; AID 624467;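 active = activation above the mean activation of all test compounds in the run plus 3 SD, cut at about 38% in these data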
#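 Test system: RD-HGA16 (CHO) cells co-expressing Gα16 and hTAAR1 | Doses: Single dose, 3 µM | Schedule: 17-24 h seeding, 75 min 37 °C dye, 30 min RT | Evaluation: % activation from peak over basal fluorescence ratio, DMSO-to-PEA scaled | Technique: Kinetic Fluo-8 calcium fluorescence | Benchmarks: Low control DMSO, high control PEA (EC100)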
# CRFBP-R2 agonist – agonists of human CRF-binding protein/CRF-R2 receptor complex | HEK293 CRF-R2/CRF-BP, calcium dye fluorescence (FLIPR); percent of saturating CRF peptide response | activation, % at 13.2 µM | hit rate 0.46% among 350,000 | AID 588473;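 active = activation of at least 50%, plus an integration ratio under a set limit after plate pattern correction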;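 note: plate controls were neutral control wells without compound for no effect and CRF at EC100 for full effect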
# CHO-K1 Ca PAM – M1 PAM counterscreen hit in parental CHO-K1 cells. ATP EC20, Fluo-8 calcium fluorescence; 0% at ATP EC20, 100% at ATP max. activation, % at 3 µM. hit rate 0.02% among 360,000;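 active = activation above the run cutoff, the mean activation of all test compounds plus 3 SD, cut at about 40% in these data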;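 note: peak over basal fluorescence ratio in a 140 s read after ATP addition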
# An asterisk follows results filed as active; x = no result given.
SMILES,M5 ag,TAAR1 antagonist,M5 antag,CRFR2-BP antag,CHRM4 PAM,CHRM5 PAM,TAAR1 ag,CRFBP-R2 agonist,CHO-K1 Ca PAM
Cn1c(=O)[nH]c(=O)c2c1nc(N(CCO)Cc1ccccc1)n2Cc1ccccc1Cl,0,-1,-1,-19,3,-3,4,-0.6,6
CCN1CCN(c2ccc(S(=O)(=O)N3CCCCC3)cc2NC(=O)/C=C/c2cc(OC)ccc2OC)CC1,-2,-8,-12,-11,-4,4,5,7.9,3
CN(CCOc1ccccc1)CC(=O)Nc1ccc(Br)cc1F,-2,-16,-6,-17,-4,4,-5,-0.8,-7
CCCCN(NC(C)=O)c1nc(Cl)nc(NC(C)C)n1,1,3,4,13,5,-1,2,-0.2,12
CCOc1cc(NC(=S)NCC2CCCO2)c(OCC)cc1NC(=O)c1ccc(C)cc1 (stereo not given),0,0,-1,-6,10,2,3,-2.4,25
Cc1nnc(Cl)c2nn(-c3ccccc3)c(C)c12,-2,2,-4,-6,5,3,-1,-3.1,2
CCC(=O)N1CCN(c2ccc(NC(=O)c3ccc4c(c3)OCO4)cc2)CC1,1,-5,3,5,0,-5,0,-2.1,7
COc1ccc(N(C(C)C(=O)NC2CCCCCC2)S(C)(=O)=O)cc1 (stereo not given),1,-19,-10,1,-9,8,1,-2.6,4
Cc1cccc(C(=O)N2c3ccccc3C(=O)OC2c2ccc3c(c2)OCO3)c1 (stereo not given),0,-3,17,75*,7,0,7,2.2,-6
Cc1ccccc1NC(=O)CN(C)S(=O)(=O)c1cccc2cccnc12,0,3,0,7,-2,-6,1,-0.6,0
COc1ccc(S(=O)(=O)N2CCCCCC2)cc1C(=O)N(C)CC(=O)Nc1ccccc1Br,-5,10,1,16,-3,-4,3,-0.5,8
CCC(=O)c1ccccc1OCCCN1CCC(Cc2ccccc2)CC1,-11,-13,12,-22,-18,-28,19,0.0,-15
CCc1cc2c(cc3c(=O)n(CC(=O)NCCCN4CCCCCC4)nc(CC)n32)s1,-7,-20,-18,-2,-20,-1,-4,-2.4,10
COCCNc1cc(C)nc2c(-c3ccccc3OC)c(C)nn12,-1,-17,6,10,5,-5,0,-1.0,20
Cn1cc(C(=O)c2ccccc2C(=O)O)cc1C(=O)C(Cl)(Cl)Cl,1,-4,0,-5,1,-1,4,-0.5,8
COc1ccc(NC(=O)CN(C)C(=O)C(C)N2C(=O)c3ccccc3C2=O)cc1 (stereo not given),1,-12,1,7,10,5,2,-1.9,-1
O=C(COC(=O)c1ccco1)c1ccccc1,-2,-4,14,5,-7,-3,2,-0.5,-22
CC(=O)/C=C(\C)Nc1ccccc1O,-1,5,0,-2,2,0,4,-1.8,9
Cc1ccc(-n2nc(C)c(C(=O)N3CCN(C(=O)c4ccco4)CC3)c2-n2cccc2)cc1,-7,-17,-2,2,5,3,-1,-0.9,12
COc1ccc(/C=C/C(=O)O)cc1S(=O)(=O)N1CCc2ccccc2C1,-1,10,-1,-8,4,10,5,7.4,17
CCC1CCCCN1CCCNC(=O)Cn1ncn2nc(-c3ccc(OC)cc3)cc2c1=O (stereo not given),-6,7,4,-1,-7,0,1,2.1,5
CCN(CC(=O)Nc1cccc(S(=O)(=O)N(C)c2ccccc2)c1)Cc1cccs1,-4,35,21,22,6,-27,1,1.3,12
CCCCOc1ccc(SCCCN2CCOCC2)cc1,-9,7,18,-9,-8,-6,1,6.5,-6
Clc1ccc(SCc2cn3ccccc3n2)cc1,-4,-1,5,10,-5,-1,1,-0.3,12
C[C@@H](NC(=O)c1nc[nH]c1C(=O)N[C@@H](Cc1ccccc1)C(=O)OC(C)(C)C)c1ccccc1,-2,42,11,-3,0,-4,3,1.9,17
CN(C)CCn1c2c(c(SCC(=O)Nc3ccc4c(c3)OCCO4)nc1=O)CCC2,1,-8,1,13,5,3,0,-0.5,12
Cn1c(C(=O)N2CCN(c3ccc(F)cc3)CC2)cc2ccccc21,4,9,3,-10,-2,-1,3,-0.9,20
CN(C)c1ccc(NS(=O)(=O)c2cccc(Cl)c2)cc1,-4,1,7,28,8,-9,1,-1.8,3
C[C@@H](C(=O)N1CCN(C(=O)OC(C)(C)C)CC1)n1cc(CCCN=C(NC(=O)OC(C)(C)C)NC(=O)OC(C)(C)C)nn1,-5,-1,0,7,-2,0,1,-2.0,8
CC(=O)Nc1ccc(CN2CCCCCCC2)cc1,-3,14,9,11,-6,-2,5,0.2,8
COc1ccc(NC(=O)C=C(C)C)cc1Cl,1,-9,2,-2,4,-5,2,-1.2,19
CCN(CC)C(=O)Cn1cc(SCC(=O)NC)c2ccccc21,1,-8,6,2,3,7,3,-2.7,-8
COc1ccc(Cc2c(-c3ccco3)nc3ccc(Br)cn23)c(C)c1,1,-6,6,x,-1,-2,-1,x,21
Cc1ccc2oc(=O)c3cnn(CC(=O)N4CCc5ccccc5C4)c3c2c1,2,-36,-2,4,4,-2,0,0.1,-11
CC(=C1C(=O)c2ccccc2C1=O)N1CCN(CCN=CC2=C(O)CC(C)(C)CC2=O)CC1,-3,7,9,-30,12,2,-1,0.9,13
CSC(=NC(C)c1ccccc1)NS(=O)(=O)c1cccs1 (stereo not given),-4,4,13,18,-2,-4,1,-1.1,12
CCc1nn(CC(=O)NC(C)CCc2ccccc2)c(=O)c2cc3occc3n12 (stereo not given),-1,-1,-1,7,6,5,1,-1.5,7
CCc1ccc(-n2c(=S)sc3c(=O)n(-c4ccccc4)c(SCC(=O)O)nc32)cc1,-1,-25,0,-3,1,3,2,-2.1,14
CC1CCCCN1C(=O)CN1C(=O)CSc2ccc(S(=O)(=O)N3CCOCC3)cc21 (stereo not given),-1,-13,3,18,0,3,1,0.7,16
Cc1nc2ccc(S(=O)(=O)NC(C(=O)Nc3nc4ccc(Cl)cc4s3)C(C)C)cc2s1 (stereo not given),1,17,1,-10,2,-6,-2,0.2,15
CC(NC(=O)CSC(=S)N(C)C)C12CC3CC(CC(C3)C1)C2 (stereo not given),-1,-20,-7,-28,-2,4,4,3.3,7
CCCCCNC(=O)c1ccc2c(=O)n(CC3CCCO3)c(=O)[nH]c2c1 (stereo not given),2,4,-7,-3,-1,0,7,2.2,15
CCOc1ccc(C(=O)CCC(=O)Nc2ccncc2)cc1,0,9,9,3,-1,-12,19,0.2,9
CCN(CC)C(=O)[C@H]1C[C@H](CC(=O)NCCc2ccccn2)C(=O)N2CCc3c([nH]c4ccc(Cl)cc34)[C@]12C,-2,-8,-16,6,-3,4,0,0.1,7
S=C(NCc1ccccn1)Nc1ccc(Br)cc1Cl,-10,14,6,28,0,5,-1,2.0,23

# Some of these compounds in order of number of heavy atoms, largest number first.
SMILES,M5 ag,TAAR1 antagonist,M5 antag,CRFR2-BP antag,CHRM4 PAM,CHRM5 PAM,TAAR1 ag,CRFBP-R2 agonist,CHO-K1 Ca PAM
C[C@@H](C(=O)N1CCN(C(=O)OC(C)(C)C)CC1)n1cc(CCCN=C(NC(=O)OC(C)(C)C)NC(=O)OC(C)(C)C)nn1,-5,-1,0,7,-2,0,1,-2.0,8
CCN(CC)C(=O)[C@H]1C[C@H](CC(=O)NCCc2ccccn2)C(=O)N2CCc3c([nH]c4ccc(Cl)cc34)[C@]12C,-2,-8,-16,6,-3,4,0,0.1,7
CC(=C1C(=O)c2ccccc2C1=O)N1CCN(CCN=CC2=C(O)CC(C)(C)CC2=O)CC1,-3,7,9,-30,12,2,-1,0.9,13
Cc1nc2ccc(S(=O)(=O)NC(C(=O)Nc3nc4ccc(Cl)cc4s3)C(C)C)cc2s1 (stereo not given),1,17,1,-10,2,-6,-2,0.2,15
CC1CCCCN1C(=O)CN1C(=O)CSc2ccc(S(=O)(=O)N3CCOCC3)cc21 (stereo not given),-1,-13,3,18,0,3,1,0.7,16
CCc1nn(CC(=O)NC(C)CCc2ccccc2)c(=O)c2cc3occc3n12 (stereo not given),-1,-1,-1,7,6,5,1,-1.5,7
Cc1ccc2oc(=O)c3cnn(CC(=O)N4CCc5ccccc5C4)c3c2c1,2,-36,-2,4,4,-2,0,0.1,-11
CCCCCNC(=O)c1ccc2c(=O)n(CC3CCCO3)c(=O)[nH]c2c1 (stereo not given),2,4,-7,-3,-1,0,7,2.2,15
COc1ccc(Cc2c(-c3ccco3)nc3ccc(Br)cn23)c(C)c1,1,-6,6,x,-1,-2,-1,x,21
CCN(CC)C(=O)Cn1cc(SCC(=O)NC)c2ccccc21,1,-8,6,2,3,7,3,-2.7,-8
CC(NC(=O)CSC(=S)N(C)C)C12CC3CC(CC(C3)C1)C2 (stereo not given),-1,-20,-7,-28,-2,4,4,3.3,7
CSC(=NC(C)c1ccccc1)NS(=O)(=O)c1cccs1 (stereo not given),-4,4,13,18,-2,-4,1,-1.1,12
S=C(NCc1ccccn1)Nc1ccc(Br)cc1Cl,-10,14,6,28,0,5,-1,2.0,23
COc1ccc(NC(=O)C=C(C)C)cc1Cl,1,-9,2,-2,4,-5,2,-1.2,19

# More compounds:
SMILES,M5 ag,TAAR1 antagonist,M5 antag,CRFR2-BP antag,CHRM4 PAM,CHRM5 PAM,TAAR1 ag,CRFBP-R2 agonist,CHO-K1 Ca PAM
O=C(CSc1nnc(-c2ccncc2)n1-c1ccc(F)cc1)NC(=O)NCc1ccco1,2,-14,-1,12,-2,-1,6,-1.2,8
Nc1ncnc(NC2CCS(=O)(=O)C2)c1[N+](=O)[O-] (stereo not given),-1,-18,3,10,-6,7,1,-1.8,10
CC(=O)Nc1ccc(C(=O)CSc2nnc3scc(-c4ccccc4)n23)cc1,1,-8,-2,2,1,2,8,-0.8,14
O=C(COC(=O)CCC(=O)c1ccc(Cl)cc1)NCC1CCCO1 (stereo not given),-2,5,6,-14,-3,-5,7,-0.6,-1
CC1CCCCN1Cc1c(O)ccc2c(=O)c(-c3nc4ccccc4s3)c(N)oc12 (stereo not given),-8,-3,-8,4,0,2,0,2.4,12
CCOc1ccc(OCC)c(NS(=O)(=O)c2ccc3c(c2)n(C)c(=O)c(=O)n3C)c1,-2,-11,-5,13,3,2,6,-1.2,-3
CC(=O)N=c1sc2ccccc2n1C,0,5,4,5,10,0,0,0.0,19
COc1cccc(CNc2nc3cc(-c4ccccc4C)sc3c(=O)n2C)c1OC,-2,11,-4,x,3,4,-1,x,12
Sc1oc(-c2ccccc2)cc1C=Nc1ccccc1,4,-5,3,5,-2,5,0,1.0,9
C=CCNCCCCOc1ccc(OCc2ccccc2)cc1,-5,22,-2,-30,-3,1,53*,-1.6,6
Cc1c(-c2nnnn2-c2ccc(F)cc2)cnc2cc3c(cc12)OCO3,-1,3,12,-4,-2,-13,1,-2.9,7

# From PubChem BioAssay
